# Screening results: PubChem BioAssay, several laboratories
# Bcl-B Bim block = inhibitors of Bim-Bcl-B interaction, human; AID 951; inhibition, % at 10 µM; Q9HD36; 0.073% of 190,000 active; bead-based flow cytometry, Bim peptide-Bcl-B binding;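 also: 0% = tracer peptide without compound and 100% = reference inhibitor peptide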
# Target sequence (Q9HD36 whole entry, looked up): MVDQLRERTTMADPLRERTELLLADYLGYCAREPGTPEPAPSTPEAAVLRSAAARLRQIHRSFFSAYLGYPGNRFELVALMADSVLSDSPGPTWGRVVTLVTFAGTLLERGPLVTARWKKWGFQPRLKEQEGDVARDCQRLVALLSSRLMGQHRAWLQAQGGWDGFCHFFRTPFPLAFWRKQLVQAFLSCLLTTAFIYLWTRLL
# Bcl-2 Bim block = human Bim-Bcl-2 interaction inhibition; P10415; Bead-based flow cytometry, Bim peptide-Bcl-2 binding; inhibition, % at 10 µM; 0.06% of 190,000 active; in the data active = inhibition above about 40%; inconclusive = no clear call, values can overlap the other calls;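 also: 0% = no compound wells with probe peptide and 100% = reference peptide inhibitor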
# RGS7-Gao reg = modulates binding of RGS7 to human Galphao | binding response (% of control), % at 10 µM | 0.35% of 220,000 active | AID 1439 | Multiplexed bead flow cytometry; actives lie on both sides; in the data active = binding response below about 49% or above about 150%; inconclusive = no clear call, values can overlap the other calls; inactive = in between;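 also: fluorescent Galphao held in activated GDP-AlF4 state binding bead-coupled RGS7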
# Bim-Bcl-XL = inhibitors of Bim-Bcl-XL interaction, human; Bim peptide-Bcl-XL binding, bead flow cytometry, fluorescence; 0.04% of 190,000 active; inhibition, % at 10 µM; Q07817; AID 1007
# Target sequence (Q07817 whole entry, looked up): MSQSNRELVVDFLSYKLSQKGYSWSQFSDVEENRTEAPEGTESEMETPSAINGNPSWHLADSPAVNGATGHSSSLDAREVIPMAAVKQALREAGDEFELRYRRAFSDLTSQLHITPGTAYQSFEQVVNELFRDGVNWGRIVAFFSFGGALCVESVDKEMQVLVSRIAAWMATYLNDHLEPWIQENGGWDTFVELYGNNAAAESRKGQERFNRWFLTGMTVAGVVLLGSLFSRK
# Bfl-1 Bim block = disrupts Bim binding to human Bfl-1 | Q16548 | Bead-based flow cytometry, Bim-Bfl-1 binding inhibition | inhibition, % at 10 µM | 0.12% of 190,000 active;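 also: 0% = wells without compound plus tracer and 100% = blocker peptide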
# RGS8-Gao reg = modulates binding of RGS8 to human Galphao | P09471 | multiplexed bead flow cytometry; actives lie on both sides | response (percent of control binding), % at 10 µM | 0.34% of 220,000 active | AID 1423; in the data active = response below about 60% or above about 140%; inactive = in between;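 also: Galphao activated as the GDP aluminium fluoride complex binding bead-coupled RGS8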
# Mcl1 Bid PPI = Mcl-1/Bid interaction inhibition | inhibition, % at 21.7 µM | TR-FRET Mcl-1/Bid-Dy647 peptide binding, 1536-well | AID 1021 | 0.97% of 220,000 active;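 active = compounds that cut the binding signal by more than half at the single screening dose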;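 also: His-tagged Mcl-1 with europium anti-His antibody binding Bid BH3 peptide; 0% = Mcl-1 plus peptide wells and 100% = peptide-only wells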
# Target sequence (Q07820 whole entry, looked up): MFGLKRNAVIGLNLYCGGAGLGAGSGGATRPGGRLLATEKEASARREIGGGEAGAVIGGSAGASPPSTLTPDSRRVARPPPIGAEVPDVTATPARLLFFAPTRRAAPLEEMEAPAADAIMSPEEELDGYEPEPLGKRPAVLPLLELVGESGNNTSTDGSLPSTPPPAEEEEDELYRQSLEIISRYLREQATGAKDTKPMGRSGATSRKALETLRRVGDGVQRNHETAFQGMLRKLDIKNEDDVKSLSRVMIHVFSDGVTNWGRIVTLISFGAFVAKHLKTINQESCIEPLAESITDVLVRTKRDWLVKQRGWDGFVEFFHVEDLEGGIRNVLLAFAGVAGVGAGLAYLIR
# Bcl-W Bim block = disrupts Bim peptide binding to human Bcl-W; Q92843; bead-based flow cytometry; inhibition, % at 10 µM; 0.02% of 190,000 active;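 also: 0% = bound tracer without compound and 100% = peptide blocker; higher means less fluorescent Bim peptide bound to Bcl-W beads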
# Target sequence (Q92843 whole entry, looked up): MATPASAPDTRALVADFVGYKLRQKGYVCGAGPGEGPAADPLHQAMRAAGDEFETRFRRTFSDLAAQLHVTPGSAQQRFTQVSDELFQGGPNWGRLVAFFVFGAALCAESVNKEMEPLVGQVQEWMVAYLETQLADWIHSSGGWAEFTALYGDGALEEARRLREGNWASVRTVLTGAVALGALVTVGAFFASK
# Mcl-1 Bim block = disrupts Bim peptide binding to human Mcl-1 | Q07820 | Bead-based flow cytometry, Bim peptide-Mcl-1 binding | inhibition, % at 10 µM | 0.1% of 190,000 active;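 also: 0% = no compound tracer wells and 100% = peptide blocker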
# GSH bead fluor = compound fluoresces at 488/530 nm on GSH beads | GSH beads flow cytometry, compound fluorescence 488/530 nm; hits give high values | fluorescence (KMESF) at 10 µM | 0.25% of 190,000 active; in the data active = fluorescence above about 89;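 also: glutathione beads carrying GST-tagged Bcl family fusion proteins plus one bare bead set; values are compound well signal with DMSO vehicle wells as background; inactives centre near 16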
# RGS4-Gao reg = modulates binding of RGS4 to human Galphao; P09471; Multiplexed bead flow cytometry; actives lie on both sides; binding response (% of control), % at 10 µM; 0.33% of 220,000 active; AID 1415; in the data active = binding response below about 49% or above about 150%; inactive = in between;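 also: fluorescent Galphao activated with aluminum fluoride binding bead-coupled RGS4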
# Active calls of the source: *; ? = inconclusive. Rule as the data show it, unless noted: active = inhibition above about 40%.
SMILES,Bcl-B Bim block,Bcl-2 Bim block,RGS7-Gao reg,Bim-Bcl-XL,Bfl-1 Bim block,RGS8-Gao reg,Mcl1 Bid PPI,Bcl-W Bim block,Mcl-1 Bim block,GSH bead fluor,RGS4-Gao reg
O=[N+]([O-])c1cc(C(F)(F)F)cc([N+](=O)[O-])c1NCCCNc1ccc([N+](=O)[O-])c2cccnc12,3,2,94,0,4,100,-12,0,-3,11,94
CCOC(=O)C1=C(c2ccccc2)O/C(=C(/C#N)C(F)(F)F)S1,-10,-10,136,2,-13,101,1,0,0,32,108
O=C(Cn1c(=O)c2sccc2n(Cc2cccc([N+](=O)[O-])c2)c1=O)NCCc1ccccc1,-3,0,99,-2,1,102,-25,-4,-1,5,105
NS(=O)(=O)c1ccc(NC(=O)COC(=O)C2CC(=O)N(Cc3ccccc3)C2)cc1 (stereo not drawn),-4,-4,?,-3,-5,100,-3,-4,0,17,102
O=S(=O)(c1cccs1)N1CN(Cc2ccc(F)cc2)c2nc3ccccc3nc21,-4,-4,98,0,-10,93,47,1,-1,12,81
O=C(OCC(=O)N1CCN(C(=O)c2ccco2)CC1)c1cccc(S(=O)(=O)N2CCc3ccccc32)c1,3,2,?,-4,2,102,4,-4,0,24,104
O=C(CSc1nnc(-c2cnccn2)n1Cc1ccco1)c1ccc2ccccc2c1,-13,-9,25*,-8,-14,22*,-6,-2,-4,31,29*
COc1ccc2[nH]cc(S(=O)(=O)c3ccc(C(C)C)cc3)c(=O)c2c1,-5,-5,108,-3,-11,111,-20,0,0,9,106
CC1CCc2c(sc(Nc3nc4c(F)cccc4s3)c2C(N)=O)C1 (stereo not drawn),-15,-8,98,-2,0,94,43,-2,-3,17,95
Cc1ccc(SCc2[nH]nc3c2C2(C(=O)N(C)c4ccccc42)C(C#N)=C(N)O3)cc1 (stereo not drawn),-2,-4,104,-2,-1,107,-15,-3,0,9,103
O=C(Cn1cnc2c(cnn2-c2ccccc2)c1=O)NC1CCCC1,-8,-9,95,-4,-12,101,-6,0,-1,24,97
NS(=O)(=O)c1ccc(CCNC(=O)C2CCN(S(=O)(=O)c3ccc(Br)s3)CC2)cc1,-1,-2,97,0,-3,99,-9,1,1,13,99
COc1ccc(NC(=O)COc2nsnc2N2CCCCC2)cc1,-2,0,105,-1,4,97,-61,0,0,14,97
O=c1c2ccccc2nc(CSc2nnnn2-c2ccccc2)n1-c1ccccc1Cl,-6,1,99,0,0,99,24,1,1,29,94
COc1ccc(C(=O)NCCSc2ccccn2)cc1,-6,-4,103,-2,-6,101,-2,0,0,16,100
O=C(O)C1C2C=CC(C3CC23)C1C(=O)NCCc1ccccc1 (stereo not drawn),-2,0,92,-4,-1,97,-9,-1,0,12,95
Cc1c(C(=O)c2ccc(Cl)cc2Cl)cnc2cc3c(cc12)OCO3,-1,0,107,-2,0,105,1,-1,-1,16,102
N#Cc1cnn2c(-c3ccc(Cl)cc3Cl)ccnc12,0,0,98,0,-2,99,-4,-1,5,11,101
CCn1ncc([N+](=O)[O-])c1C(=O)Nc1cc(C)on1,2,4,105,-1,5,105,-6,0,-4,8,105
COc1cccc(-c2c[nH]c(=O)[nH]c2=O)c1,0,1,104,1,-2,106,-17,0,0,24,109
Cc1occc1C(=O)NC(C)C(C)(C)C (stereo not drawn),-12,-15,99,-9,-14,101,-13,-2,-7,29,100
CCOc1cccc2sc(N(CCCN(C)C)C(=O)c3ccc(S(=O)(=O)N(C)c4ccccc4)cc3)nc12,-4,-2,102,-1,-2,99,5,-1,-1,12,98
CCOC(=O)c1cc2sc(C)cc2n1CC(=O)Nc1cccc(C)c1C,-9,-9,102,-7,-24,100,4,-6,-4,27,101
COc1cccc(Nc2c(F)c(F)c(F)c(F)c2C(=O)O)c1,-11,-8,123,-9,-16,121,2,0,-2,31,121
NC(=O)c1ccc(Oc2cccc3cccnc23)c([N+](=O)[O-])c1,15,4,?,5,1,99,-40,4,2,15,92
CC1Cc2ccccc2N1C(=O)c1cc2sccc2n1Cc1ccc(F)cc1 (stereo not drawn),-2,-5,98,-5,0,99,-2,-2,-3,17,98
O=C(N/N=C/c1ccncc1)c1ccc(NC(=O)c2cccc(Cl)c2)cc1,-2,0,104,1,0,102,-1,0,1,19,101
Nc1c(C(=O)NCc2ccc3c(c2)OCO3)nnn1-c1ccc(OC(F)(F)F)cc1,-13,-4,108,0,-14,101,-10,0,1,19,100
Cc1cc(C)nc(Nc2nc3ccccc3[nH]2)n1,-12,-12,105,0,-11,105,5,-4,-4,25,103
Cc1cc(C)cc(NC(=S)NCC2CCCO2)c1 (stereo not drawn),-11,-6,98,-7,-20,105,-21,-2,-4,28,106
C=CCSc1nc2c(c(=O)[nH]c(=O)n2C)n1CC,-7,-4,94,-7,2,90,5,-6,-2,12,95
O=C(Nc1nc(-c2cccs2)cs1)c1cc2ccccc2oc1=O,14,3,102,12,1,107,-13,9,11,4,107
Cc1cc(C)c(S(=O)(=O)NCC23C=CC(O2)C2C(=O)N(c4ccccc4)C(=O)C23)c(C)c1 (stereo not drawn),8,8,93,9,8,96,-24,9,5,18,97
CC(C)(O)C#CC#CCN1CCOCC1,2,7,104,5,8,101,-27,3,5,20,103
COc1ccc(C(=O)Nc2ccc(Cl)cc2C(=O)NCCN2CCOCC2)cc1,-1,-3,101,-1,0,101,-12,-4,-2,19,102
CN(CCC#N)C(=O)COC(=O)c1ccccc1C(=O)c1ccc(Cl)c([N+](=O)[O-])c1,-5,-1,96,-1,-2,99,-9,-1,0,12,101

# Printed as active in RGS4-Gao reg (from the list above):
SMILES,Bcl-B Bim block,Bcl-2 Bim block,RGS7-Gao reg,Bim-Bcl-XL,Bfl-1 Bim block,RGS8-Gao reg,Mcl1 Bid PPI,Bcl-W Bim block,Mcl-1 Bim block,GSH bead fluor,RGS4-Gao reg
O=C(CSc1nnc(-c2cnccn2)n1Cc1ccco1)c1ccc2ccccc2c1,-13,-9,25*,-8,-14,22*,-6,-2,-4,31,29*

# Later entries
SMILES,Bcl-B Bim block,Bcl-2 Bim block,RGS7-Gao reg,Bim-Bcl-XL,Bfl-1 Bim block,RGS8-Gao reg,Mcl1 Bid PPI,Bcl-W Bim block,Mcl-1 Bim block,GSH bead fluor,RGS4-Gao reg
Fc1ccc(-c2cn3cc(C(F)(F)F)cc(Cl)c3n2)cc1,0,0,102,0,2,103,-1,-1,-1,23,99
COc1ccc(OC)c(NC(=O)CNC(=O)Cn2c(C)cc3ccccc3c2=O)c1,-6,-8,104,0,-7,98,-8,0,0,30,108
NNC(=O)COc1cccc(C(F)(F)F)c1,-2,-4,100,-2,-6,102,-17,2,-1,15,102
O=C(N/N=C/c1coc2ccccc2c1=O)c1cn(-c2ccccc2)nc1-c1ccc(F)cc1,-6,0,98,-4,-1,99,-40,-4,-5,9,96
COc1cccc(C2=NN(C(=O)c3ccco3)C(O)(C(F)(F)F)C2)c1 (stereo not drawn),-1,-3,113,0,-8,105,-41,-2,-3,10,104
CC(NC(=O)c1cccs1)c1ccc2c(c1)OCO2 (stereo not drawn),-5,-8,96,-3,-9,97,-7,1,2,11,97
Fc1ccc(CSc2ccc3nnc(-c4ccccn4)n3n2)cc1,0,-5,99,-1,-5,104,-17,1,4,9,98
S=C(NCCC1=CCCCC1)Nc1ccc(Cl)cc1,-7,0,105,-4,-2,98,-7,-6,-5,10,101
Cc1ccc(C2(c3noc(CN(C)Cc4cccnc4)n3)CCCC2)cc1,-3,-3,106,-4,-4,105,-36,0,0,15,107
CC(=O)Nc1ccc(NS(=O)(=O)c2ccc3[nH]c(=O)[nH]c3c2)cc1,1,0,107,0,-2,106,-34,0,1,11,106
Cc1cc(C(=O)N/N=C(\CCC(=O)O)c2cccs2)c2ccccc2n1,1,1,103,0,2,97,-8,2,5,8,104
CCOC(=O)c1ccccc1NC(=O)CSc1ccc(-c2cccnc2)nn1,-4,0,100,-3,-3,101,-7,0,0,23,102
CC(C)(C)NC(=O)C(=O)NNC(=O)c1ccco1,0,-4,96,0,-8,105,-51,-2,0,16,94
CS(=O)(=O)N(CCc1ccccc1)CC(=O)NCc1ccccc1,0,-1,97,0,-3,102,-8,1,-2,18,101

# An excerpt from above in order of SMILES length, ascending.
SMILES,Bcl-B Bim block,Bcl-2 Bim block,RGS7-Gao reg,Bim-Bcl-XL,Bfl-1 Bim block,RGS8-Gao reg,Mcl1 Bid PPI,Bcl-W Bim block,Mcl-1 Bim block,GSH bead fluor,RGS4-Gao reg
COc1ccc(C(=O)NCCSc2ccccn2)cc1,-6,-4,103,-2,-6,101,-2,0,0,16,100
CC(C)(C)NC(=O)C(=O)NNC(=O)c1ccco1,0,-4,96,0,-8,105,-51,-2,0,16,94
C=CCSc1nc2c(c(=O)[nH]c(=O)n2C)n1CC,-7,-4,94,-7,2,90,5,-6,-2,12,95
Fc1ccc(CSc2ccc3nnc(-c4ccccn4)n3n2)cc1,0,-5,99,-1,-5,104,-17,1,4,9,98
CCn1ncc([N+](=O)[O-])c1C(=O)Nc1cc(C)on1,2,4,105,-1,5,105,-6,0,-4,8,105
O=C(O)C1C2C=CC(C3CC23)C1C(=O)NCCc1ccccc1 (stereo not drawn),-2,0,92,-4,-1,97,-9,-1,0,12,95
CC1CCc2c(sc(Nc3nc4c(F)cccc4s3)c2C(N)=O)C1 (stereo not drawn),-15,-8,98,-2,0,94,43,-2,-3,17,95
CCOC(=O)c1ccccc1NC(=O)CSc1ccc(-c2cccnc2)nn1,-4,0,100,-3,-3,101,-7,0,0,23,102
CCOC(=O)C1=C(c2ccccc2)O/C(=C(/C#N)C(F)(F)F)S1,-10,-10,136,2,-13,101,1,0,0,32,108
COc1ccc(C(=O)Nc2ccc(Cl)cc2C(=O)NCCN2CCOCC2)cc1,-1,-3,101,-1,0,101,-12,-4,-2,19,102
O=c1c2ccccc2nc(CSc2nnnn2-c2ccccc2)n1-c1ccccc1Cl,-6,1,99,0,0,99,24,1,1,29,94
NS(=O)(=O)c1ccc(NC(=O)COC(=O)C2CC(=O)N(Cc3ccccc3)C2)cc1 (stereo not drawn),-4,-4,?,-3,-5,100,-3,-4,0,17,102
CN(CCC#N)C(=O)COC(=O)c1ccccc1C(=O)c1ccc(Cl)c([N+](=O)[O-])c1,-5,-1,96,-1,-2,99,-9,-1,0,12,101

# No enrichment for hits. Share with any hit: about 1.8%.
